# HTRA1 inh = HTRA1 (human) protease inhibition. AID 504803. Q92743. 0.5% of 340,000 active. recombinant HTRA1, FP-rhodamine activity-based probe, fluorescence polarization. inhibition, % at 5.96 µM; in the data active means inhibition above about 36%;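 further: 0% = enzyme with DMSO and 100% = wells lacking enzyme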
# TCR CD3 inh = blocks the human TCR-CD3 interaction. AID 651800. 0.37% of 360,000 active. TAMRA-labeled TCR probe fluorescence, biochemical. inhibition, % at 9.4 µM; in the data active means inhibition above about 19%;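 further: recombinant mutant TCR 2C K166C tagged with TAMRA read by polarization; 0% = receptor in buffer alone and 100% = receptor with positive control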
# SIAE inh = human SIAE inhibition, primary screen. inhibition, % at 9.66 µM. Q9HAT2. AID 1053197. SIAE FP-Rh probe binding, fluorescence polarization. 0.69% of 370,000 active;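 active means inhibition above a cutoff: mean of compounds within the control limits plus 3 SD of those, cut at about 17% in these data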;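 further: 0% = plate median of compound wells and 100% = probe without SIAE protein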
# PRMT1 FP inh = PRMT1 (human) inhibition, primary screen; recombinant PRMT1, activity-based probe fluorescence polarization; Q99873; 1.3% of 370,000 active; inhibition, % at 2.79 µM;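 active means inhibition above about 21% made by adding two undisclosed values, limit read from the data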
# Target sequence (Q99873 whole entry, looked up): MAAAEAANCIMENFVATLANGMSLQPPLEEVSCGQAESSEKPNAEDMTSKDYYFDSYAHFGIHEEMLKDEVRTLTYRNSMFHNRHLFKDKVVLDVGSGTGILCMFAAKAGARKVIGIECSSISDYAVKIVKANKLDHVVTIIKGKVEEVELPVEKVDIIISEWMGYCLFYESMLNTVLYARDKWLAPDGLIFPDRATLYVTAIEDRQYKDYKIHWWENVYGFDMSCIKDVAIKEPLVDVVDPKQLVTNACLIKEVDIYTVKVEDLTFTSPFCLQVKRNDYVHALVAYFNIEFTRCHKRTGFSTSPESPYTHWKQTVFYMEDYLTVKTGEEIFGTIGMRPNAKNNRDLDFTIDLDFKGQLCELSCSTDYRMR
# TDP2 absorb = blocks human TDP2 phosphodiesterase activity; AID 720702; inhibition, % at 12.8 µM; recombinant TDP2, T5PNP hydrolysis, p-nitrophenol absorbance 415 nm; 0.34% of 370,000 active; O95551;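 active means inhibition above the mean of all tested compounds plus 3 SD, set per campaign, cut at about 25% in these data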;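 further: 0% = DMSO with enzyme and 100% = buffer with substrate but no TDP2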
#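 Test system: Human TDP2 enzyme | Reagent: 5 mM T5PNP | Compound dosing: 12.8 µM single point, 1% DMSO | Incubation: Enzyme reaction with compound for 2 h at 37 °C | Technique: p-Nitrophenol epi absorbance | Read-out: % inhibition relative to enzyme-containing and enzyme-free wells | Benchmarks: High control without enzyme, low control DMSO plus TDP2 | Replicates: Singlicate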
# GC-B act = GC-B (human) receptor activation; P20594; HEK293-GC-B cells, CNP EC30, cGMP TR-FRET; 0% at EC30 CNP, 100% saturating CNP; activation, % at 10 µM; 0.11% of 370,000 active; AID 1920062;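 active means activation at 10 µM reaching about 35% in either raw or pattern-adjusted values, limit read from the data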
# MBD2 DNA inh = MBD2-methylated oligo binding inhibition | Q9UBB5 | TR-FRET, MBD2 binding to methylated oligonucleotide | inhibition, % at 4.4 µM | 0.31% of 370,000 active | AID 686964; in the data active means inhibition above about 13%
# Target sequence (Q9UBB5 whole entry, looked up): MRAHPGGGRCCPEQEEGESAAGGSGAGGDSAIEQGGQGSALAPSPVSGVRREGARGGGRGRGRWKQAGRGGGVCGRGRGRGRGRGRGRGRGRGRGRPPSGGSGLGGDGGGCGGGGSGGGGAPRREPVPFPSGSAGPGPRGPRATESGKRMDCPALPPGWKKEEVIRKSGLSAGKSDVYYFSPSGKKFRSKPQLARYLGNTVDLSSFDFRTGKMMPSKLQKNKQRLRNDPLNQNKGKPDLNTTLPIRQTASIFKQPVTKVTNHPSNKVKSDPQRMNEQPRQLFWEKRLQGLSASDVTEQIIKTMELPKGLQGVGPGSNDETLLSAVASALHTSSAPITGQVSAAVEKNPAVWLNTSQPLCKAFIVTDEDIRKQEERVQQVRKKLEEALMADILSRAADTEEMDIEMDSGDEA
# rCAG RNA binder = molecules binding r(CAG) RNA repeats; 1.3% of 370,000 active; r(CAG) RNA repeat, TO-PRO-1 dye displacement fluorescence; inhibition, % at 3 µM;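 active means inhibition above the plate cutoff, the mean of all test compounds on that plate plus 3 SD, cut at about 35% in these data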;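 further: 0% = DMSO alone and 100% = 100 µM mitoxantrone as full dye displacement; higher means more dye released from RNA so lower well fluorescence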
# LEDGF integ inh = blocks HIV-1 LEDGF/p75-dependent DNA integration. AID 743269. 0.64% of 370,000 active. inhibition, % at 3.7 µM. TR-FRET IN-LEDGF/p75 DNA integration, Eu/Cy5;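 active means inhibition above the screen-wide mean plus 3 SD, cut at about 13% in these data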;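 further: signal is the Cy5 over europium emission ratio at 671 and 618 nm; 0% = plate median of compound wells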
# mABHD4 FP = ABHD4 (mouse) inhibition, primary FP screen | inhibition, % at 8.92 µM | Q8VD66 | purified mABHD4, FP-Rh probe fluorescence polarization | 0.54% of 370,000 active | AID 720543;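 active means inhibition exceeding the mean over every tested compound plus 3 SD, cut at about 30% in these data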;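 further: 0% = plate median of compound wells and 100% = S159A mutant with DMSO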
#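 Doses – 8.92 µM, single dose · Material – wild-type mouse ABHD4 protein · Replication – single well per compound (singlicate) · Measure – percent inhibition of probe binding, normalized to plate controls · Schedule – 45 min compound pre-incubation plus 60 min probe step, 25 °C · Detection – fluorescence polarization with parallel and perpendicular emission, 525/598 nm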
# The depositor's hits bear a star; . = not tested or not shown.
SMILES,HTRA1 inh,TCR CD3 inh,SIAE inh,PRMT1 FP inh,TDP2 absorb,GC-B act,MBD2 DNA inh,rCAG RNA binder,LEDGF integ inh,mABHD4 FP
CCOC(=O)[C@H]1[C@H]2COc3ccc(C)cc3[C@@H]2N2C(=O)c3cc(F)ccc3NC(=O)[C@@]12C,-7,0,-6,1,-2,1,-1,1,2,-7
CN1CCN(CCCNC(=O)c2cc3c(-c4ccc(Cl)cc4)nn(C)c3s2)CC1,-10,3,3,5,1,-7,3,0,2,-7
COc1ccc(OCCCC(=O)NCC(C)C)cc1,0,7,3,-2,2,6,1,-4,-3,1
CCCc1cc(CN(C)C(=O)c2ccc(OC3CCN(C(C)=O)CC3)c(OC)c2)[nH]n1,1,0,-5,4,-14,3,2,0,0,-10
Cc1c(CC(=O)O)c(=O)oc2cc(OCc3ccc(Br)cc3)ccc12,-4,-3,1,2,24,0,-1,40*,5,22
O=C(Nc1cccc(S(=O)(=O)N2CCCC2)c1)c1ccc2ccccc2n1,-34,-1,-20,3,-6,-7,-3,4,-1,-5
Cc1noc(C)c1COc1ccc(C(=O)N2CCN(c3ccccc3F)CC2)cc1,-2,-10,-11,0,0,-4,4,-11,-4,-2
CO/N=C(\Cn1ncc(NC2CCCCC2)c(Br)c1=O)c1ccc(Cl)cc1,-47,9,-2,-1,-12,2,-1,-6,2,-1
COc1cccc(C(=O)C2CCCN(C(=O)CCC3=NNC(=O)CC3)C2)c1 (stereo not given),1,0,2,1,8,-1,1,-5,0,4
N#CC1=C(N)NC(SCc2ccc(F)cc2)=C(C#N)C12CCCCC2,-43,-4,4,1,-3,-5,0,7,1,-9
Cc1ccc(-c2nc3ccsc3c(=O)o2)cc1,-23,1,10,-1,10,-7,2,3,-1,5
CCC(C)C(NC(N)=O)C(=O)Nc1ccc(C(=O)OC)cc1 (stereo not given),-5,-1,-7,-8,-5,3,0,-3,12,-5
O=C(Nc1ccccc1Cl)c1ccc2c(c1)N(Cc1ccc(F)cc1)C(=O)CS2=O (stereo not given),-24,4,-14,4,5,-4,-4,9,2,-2
COC(=O)Nc1nc2c(s1)CCCC2,-4,3,4,-1,5,0,2,2,-2,3
CCC(O)(c1ccc(OC)cc1)C(CN1CCOCC1)c1ccccc1 (stereo not given),-4,-5,4,-4,-10,-9,0,-9,-2,1
CSc1nc(Oc2ccc(=O)n(C)n2)nc(N(C)C)n1,-8,8,3,3,3,4,0,1,1,2
COc1cc(/C=N/NC(=O)c2ccccc2)ccc1O,-1,6,-3,-2,-4,-3,-7,1,-8,1
O=C(CN1C(=O)c2ccccc2S1(=O)=O)NCCSCc1ccco1,0,7,-7,3,3,-1,-1,2,-3,4
CCOC(=O)N1CCN(S(=O)(=O)c2ccc(C(=O)Nc3sc4c(c3C(N)=O)CC(C)(C)NC4(C)C)cc2)CC1,-1,6,7,0,-3,-1,0,1,-3,4
CCn1cnc2sc(C(=O)O)c(C)c2c1=O,1,0,5,-1,2,6,4,-1,0,0
CC(NC(=O)CN1CCN(Cc2ccc(Cl)cc2)C1=O)c1ccc2c(c1)OCCO2 (stereo not given),7,-7,2,6,-5,6,12,-1,-4,-8
Nc1nc(SCc2ccccc2)c2ncn(C3OC(CO)C(O)C3O)c2n1 (stereo not given),-6,-1,4,-4,8,-1,1,1,3,-2
Cc1ccc(NC(=O)CC2C(=O)NCCN2C(=O)c2ccc(F)cc2)cc1 (stereo not given),4,0,-3,-1,5,-3,1,-5,2,1
Cc1ccccc1S(=O)(=O)N(CC(O)CN1CCCCC1)c1ccccc1 (stereo not given),-3,5,-3,2,9,-3,2,-2,-1,2
Cc1c(N=Nc2c(-c3ccc([N+](=O)[O-])cc3)[nH]n(C(N)=S)c2=O)cccc1[N+](=O)[O-],3,0,6,-1,-6,5,-5,21,0,20
Cc1cc(O)c(C(C)C)cc1NC(=O)c1ccc(Cl)cc1,1,3,-1,2,-2,5,-6,-2,0,-9
O=C(O)c1ccc(CSc2nc3c(c(=O)[nH]2)CCC3)cc1,.,-7,-1,7,12,1,1,1,-2,1
O=C(c1cc(Br)ccc1Cl)N1CCN(c2ccc(N3CCOCC3)nn2)CC1,9,2,-2,1,-1,-6,0,-4,1,-6
COc1cc(C(=O)NNC(=O)C2CCCC2)cc(OC)c1OC,0,1,7,-2,10,13,2,-6,2,-1
O=S(=O)(Nc1cc(Cl)ccc1-n1cncn1)c1cc(Br)ccc1Br,-8,4,1,1,3,-2,-1,57*,-2,-18
O=C(NCCc1ccccc1)c1cnn2c(C(F)F)cc(C3CC3)nc12,-14,-6,-8,-1,-18,1,-5,-5,0,-13
C/C(CC(=O)NCc1ccco1)=N\NC(=O)CC#N,2,2,3,2,-12,4,0,-3,-1,9
CNC(=S)SCCOc1ccc(C)cc1,2,6,3,1,0,-8,-1,1,3,-7
O=C(CN1CCN(Cc2cccc(Cl)c2)C1=O)NCc1cccs1,-4,-2,-3,1,-4,-3,-3,-4,-2,-2
COc1ccc(NC(C)=O)cc1NC(=O)CCn1c(=O)sc2ccccc21,-1,6,-4,2,-12,2,1,-5,-4,-6
CCOCCCNC(=S)NCCc1ccccc1,0,11,-4,-3,-5,3,-5,0,2,2
Cc1ccc(NC(=S)N2CCN(Cc3ccc4c(c3)OCO4)CC2)c(C)c1,-7,0,7,-3,4,4,-3,1,2,1
COc1cc(C(=S)N2CCCC2)cc(OC)c1OC,-10,-2,2,2,8,3,3,-4,-4,3
Cc1ccc(NC(=O)CCC(=O)NCCO)cc1,1,6,2,2,1,10,-6,2,1,1
COc1ccccc1CNCc1ccc2c(c1)OCO2,1,-3,1,1,1,-5,1,0,1,-8
CCNC(=O)C1(C)CCN(C(=O)c2ccc(C(F)(F)F)cc2)C1 (stereo not given),.,3,-4,-2,-1,0,6,3,-2,-2
CCOC(=O)c1c(-c2ccccc2)csc1NC(=O)CSc1ccccc1,-18,8,2,-1,10,2,-3,-1,-1,-6
CCN(CC)Cc1ccc(OC)c(Cl)c1,.,0,-2,7,6,6,6,-2,-1,9
COc1ccc(C(=O)Nc2ccccc2C(=O)N/N=C/c2cccc3ccccc23)cc1,4,-4,-19,3,0,-3,1,-1,-2,4
CC1(C)NC(=O)N(CC(=O)N2CCN(S(=O)(=O)c3cc(Cl)ccc3Cl)CC2)C1=O,6,10,-1,0,1,4,-4,3,0,4
Cc1ccc(C2NC(c3ccc(C)cc3)C([N+](=O)[O-])C(C)(C)C2[N+](=O)[O-])cc1 (stereo not given),-27,-6,3,-1,-4,-2,5,3,3,-1
COc1cc2sc(C)nc2c2ccccc12,-8,-6,3,-1,23,0,-3,0,2,-6
COc1cccc(N2CCN(CC(=O)NCc3ccc(F)cc3)CC2)c1,.,.,-1,3,4,5,-2,0,1,6
Cc1cc(OCCN2CCCCCC2)ccc1[N+](=O)[O-],-2,5,5,0,11,-2,0,0,1,3
CCc1noc(C)c1C(=O)OCC(=O)Nc1cccc(C)c1,1,2,3,2,8,-1,5,-2,1,2
O=C(COC(=O)CCNS(=O)(=O)c1ccc(Cl)cc1)NCc1ccco1,1,2,7,2,7,0,2,9,1,2
CCCCCCCCCC[n+]1cccc2c3ccccc3ccc21,10,-1,8,0,-12,-5,2,13,-5,16
O=C(Nc1ccc2c(c1)CCC2)c1cccs1,-11,-3,-7,4,-6,0,0,-2,-3,-5
CCCCN(C)S(=O)(=O)c1cc2c(cc1Br)CCN2C(=O)C1CC1,-16,5,-1,1,-4,3,2,1,0,-11
O=C(COC(=O)c1ccc(Cl)nc1)NCCc1ccc(F)cc1,7,1,-3,-2,-5,-1,1,1,4,-5
Cc1cc(C)c(C)c(S(=O)(=O)N2CCN(c3ccccn3)CC2)c1C,-6,5,-6,4,6,-2,10,-4,0,-3
COc1ccc(-c2coc3c(C(=O)N4CCN(C)CC4)cccc23)c(C)c1,.,-3,2,-4,13,5,-5,1,1,1
O=C(CCc1ccccc1)N[C@H]1[C@@H](OC(=O)c2cnccn2)CCC[C@]12C(=O)N(Cc1ccccc1)c1ccccc12,.,.,-7,11,7,-1,3,5,-1,0
CCN(CC)S(=O)(=O)c1ccc2oc(SCC3CN=C(c4ccc(OC)cc4)S3)nc2c1 (stereo not given),-9,-9,-12,11,-5,5,-1,5,1,-4
O=C(NCCN1CCCCC1)Nc1ccc([N+](=O)[O-])cc1,-12,-2,-4,2,2,5,-4,-1,-2,0

# Carrying on:
SMILES,HTRA1 inh,TCR CD3 inh,SIAE inh,PRMT1 FP inh,TDP2 absorb,GC-B act,MBD2 DNA inh,rCAG RNA binder,LEDGF integ inh,mABHD4 FP
CC(=O)Nc1ccc(S(=O)(=O)Nc2nccc(/C=C/c3ccccc3F)n2)cc1,-3,7,4,-2,10,-1,-2,8,-1,1
Oc1cccc(/C=C/c2ccc3cccc(O)c3n2)c1,12,-4,-1,2,15,-3,1,18,4,-2
CC(=O)NC(CCC(=O)O)C(=O)O (stereo not given),0,0,9,-2,6,2,-5,0,-2,-6
C#CCNC(=O)C[C@H]1C[C@@]2(C(=O)OC)C(=C[C@H](COCc3ccccc3)O[C@@H]2C)N(Cc2ccco2)C1=O,.,.,4,-2,1,3,-3,3,0,-1
O=C(O)CC(CC(=O)O)c1ccsc1,2,7,-7,0,-2,8,-2,-1,0,7
CC1CCN(CC(=O)n2c3c(c4ccccc42)CCCC3)CC1,-10,14,5,-2,-3,4,0,-3,2,6
Cc1noc(C)c1C(=O)Nc1ccc(S(=O)(=O)N2CCC(C)CC2)cc1,-1,4,-10,-3,-3,1,1,0,2,-1
CC1=NN(C(=O)c2ccccc2C)C(O)(c2ccc(Cl)cc2)C1 (stereo not given),21,14,6,-1,-10,3,-1,-2,3,-2
CC(=O)c1ccc(OCCNS(=O)(=O)c2ccc(-n3cnnn3)c(C)c2)cc1,-2,4,-1,-1,6,1,2,0,0,3
CC(C)OC(=O)CC1C(=O)NCCN1C(=S)NC(=O)c1ccc(F)cc1 (stereo not given),2,-4,3,-5,4,5,-1,0,-1,-5

# Whole records, looked up by structure:
# C#CCNC(=O)C[C@H]1C[C@@]2(C(=O)OC)C(=C[C@H](COCc3ccccc3)O[C@@H]2C)N(Cc2ccco2)C1=O reads HTRA1 inh: .; TCR CD3 inh: .; SIAE inh: 4; PRMT1 FP inh: -2; TDP2 absorb: 1; GC-B act: 3; MBD2 DNA inh: -3; rCAG RNA binder: 3; LEDGF integ inh: 0; mABHD4 FP: -1
# CC(=O)Nc1ccc(S(=O)(=O)Nc2nccc(/C=C/c3ccccc3F)n2)cc1 reads HTRA1 inh: -3; TCR CD3 inh: 7; SIAE inh: 4; PRMT1 FP inh: -2; TDP2 absorb: 10; GC-B act: -1; MBD2 DNA inh: -2; rCAG RNA binder: 8; LEDGF integ inh: -1; mABHD4 FP: 1
# Oc1cccc(/C=C/c2ccc3cccc(O)c3n2)c1 reads HTRA1 inh: 12; TCR CD3 inh: -4; SIAE inh: -1; PRMT1 FP inh: 2; TDP2 absorb: 15; GC-B act: -3; MBD2 DNA inh: 1; rCAG RNA binder: 18; LEDGF integ inh: 4; mABHD4 FP: -2

# Bioassay records deposited in PubChem BioAssay by several laboratories.

# An excerpt. The share of hits here may be higher or lower than overall.
